# Screens from PubChem BioAssay.
# Gli-Sufu block: antagonists of Gli-Sufu signaling; Sufu-KO-LIGHT fibroblasts, Gli luciferase reporter luminescence; inhibition, % at 5 µM; actives 0.74% (n = 340,000);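 active = inhibition above about 55%, limit read from the data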;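 also: 0% = DMSO-treated cells and 100% = wells with medium but no cells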
# UBC13 inh: human UBC13 polyubiquitination inhibition; P61088; UBC13 polyubiquitin chain formation, TR-FRET; inhibition, % at 20 µM; actives 0.47% (n = 330,000); in the data active = inhibition above about 45%, passing the limit was not always enough; inconclusive = no clear call, values can overlap the other calls
# Target sequence (P61088 whole entry, looked up): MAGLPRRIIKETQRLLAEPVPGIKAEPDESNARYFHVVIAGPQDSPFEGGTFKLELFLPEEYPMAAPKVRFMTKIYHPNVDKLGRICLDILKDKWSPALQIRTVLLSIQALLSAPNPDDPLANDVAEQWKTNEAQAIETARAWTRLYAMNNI
# Apaf-1 inh: blocks human Apaf-1 apoptosome activity. O14727. reconstituted apoptosome caspase-3 activity, DEVD-Rh110 fluorescence. inhibition, % at 20 µM. actives 0.71% (n = 330,000). AID 489030; active = inhibition of at least 40% at 20 µM;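 also: plate controls were DMSO wells for no effect and DEVD-CHO caspase inhibitor wells for full effect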
#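 Material: reconstituted apoptosome with Apaf-1, cytochrome c, caspase-9, procaspase-3, dATP; medium: pH 7.5 Hepes buffer with CHAPS, BSA, DTT; also added: cytochrome c and DEVD-Rh110 substrate; timing: 30 min plus 50 min, RT; signal: Rh110 fluorescence intensity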
# SENP8 block: SENP8 protease inhibition | Q96LD8 | purified SENP8, Z-RLRGG-aminoluciferin cleavage, luminescence | inhibition, % at 10 µM | actives 1.2% (n = 330,000) | AID 2540
# Target sequence (Q96LD8 whole entry, looked up): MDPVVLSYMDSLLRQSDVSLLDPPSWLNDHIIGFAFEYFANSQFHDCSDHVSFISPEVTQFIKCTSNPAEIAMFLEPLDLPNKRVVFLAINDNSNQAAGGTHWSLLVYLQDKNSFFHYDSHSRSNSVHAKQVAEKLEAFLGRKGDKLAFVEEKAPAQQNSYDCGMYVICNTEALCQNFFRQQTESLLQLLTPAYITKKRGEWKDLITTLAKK
# SENP7 block: SENP7 protease inhibition | AID 434973 | actives 1.5% (n = 330,000) | recombinant SENP7, Z-RLRGG-aminoluciferin luminescence, 40 min | inhibition, % at 5 µM;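 active = inhibition above about 50% at the single test dose, limit read from the data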;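 also: plate controls were DMSO with enzyme for no effect and no enzyme buffer wells for full effect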
# Target sequence (Q9BQF6 706-1050 limits assumed): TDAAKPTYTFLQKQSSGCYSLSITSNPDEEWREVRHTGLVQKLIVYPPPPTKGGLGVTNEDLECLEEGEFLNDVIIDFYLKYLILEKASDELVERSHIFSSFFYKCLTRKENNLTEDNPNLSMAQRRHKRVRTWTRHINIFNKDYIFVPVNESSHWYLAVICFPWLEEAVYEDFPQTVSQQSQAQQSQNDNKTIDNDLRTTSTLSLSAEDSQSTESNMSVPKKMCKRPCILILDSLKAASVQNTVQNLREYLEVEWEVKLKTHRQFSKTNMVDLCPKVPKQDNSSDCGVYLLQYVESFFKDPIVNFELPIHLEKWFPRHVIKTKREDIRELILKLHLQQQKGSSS
# Jurkat NFkB inh: lowers PMA/ionomycin-induced NF-kB signal in Jurkat cells; PMA/ionomycin-induced NF-kB luciferase reporter, luminescence; inhibition, % at 4 µM; actives 0.53% (n = 330,000); AID 435003
# 697 NFkB inh: inhibitors of the PMA/ionomycin-induced NF-kB reporter in 697 B cells | inhibition, % at 4 µM | actives 0.33% (n = 330,000) | 697 B-cell NF-kB luciferase reporter, 16 h; in the data active = inhibition above about 35%
# HKDC1 inh: inhibitors of human hexokinase HKDC1 | Q2TB90 | recombinant HKDC1, G6PDH/diaphorase resazurin coupled fluorescence | inhibition, % at 20 µM | actives 0.16% (n = 340,000) | AID 493160;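 active = inhibition above about 35% when tested at 20 µM, limit read from the data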;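 also: plate controls were DMSO wells with enzyme for no effect and DMSO wells lacking enzyme for full effect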
#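 Assay system – recombinant HKDC1 (HK5) hexokinase enzyme, produced in-house · Input – HKDC1 at 5 µg/mL · Reagent – glucose plus 1 mM ATP as hexokinase substrates · Timing – 90 min reaction incubation at room temperature, dark · Measured by – G6PDH/diaphorase-coupled fluorescence, 1 mM NADP, 100 µM resazurin, 525/613 nm · Benchmarks – DMSO-enzyme wells negative, buffer-substituted wells positive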
# Starred values were filed as active, the others as inactive; ? = inconclusive; . = not tested or not shown. Rule as the data show it, unless noted: active = inhibition above about 50%; inactive = the rest. Some of the compounds tested, so the mix of outcomes need not match the whole.
SMILES,Gli-Sufu block,UBC13 inh,Apaf-1 inh,SENP8 block,SENP7 block,Jurkat NFkB inh,697 NFkB inh,HKDC1 inh
CC/C(=N\Nc1ccccc1)c1c(O)n(-c2ccc(OC)cc2)c(=O)[nH]c1=O,3,-7,12,-10,-10,3,-23,8
CCN(CC)CCN=Cc1c(O)n(Cc2ccco2)c(=O)[nH]c1=O,-9,5,-8,2,0,14,5,-7
Cc1ccc(-n2c(C)cc(/C=C3\C(=O)NC(=O)N(C)C3=O)c2C)cc1C,12,?,15,-21,1,14,-52,4
O=C(Nc1ccccc1Cl)OC1CN2CCC1CC2 (configuration not stated),-2,20,-7,-6,-1,8,3,-2
COc1ccc(Oc2c(C)oc3cc(OC(=O)N(C)C)ccc3c2=O)cc1,-1,-1,5,7,2,-1,-1,-1
COc1ccccc1CC(=O)N1CCN(CCc2ccccc2)CC1,12,0,4,-7,1,2,18,-1
Nc1ccc(C(=O)N/N=C2/CN3CCC2CC3)cc1,-1,-3,-17,-4,-7,1,5,-6
COc1ccccc1CN1CCN(C(=O)COc2ccccc2)CC1,-14,6,8,1,4,1,-1,-7
CCN(CC)P(c1n(C)cc[n+]1C)N(CC)CC,-6,-11,-1,-6,-9,0,-8,-6
Cc1nc2cc(C(F)(F)F)ccc2n1C1CCN(Cc2nnnn2CCc2ccccc2)CC1,-5,31,17,1,-3,-4,-5,-7
COc1ccc(CC[n+]2cc(/N=C(\C)[O-])on2)cc1OC,-4,-6,-11,3,8,3,-6,2
OC(c1ccncc1)(c1ccc(F)cc1)c1ccc(F)cc1,-6,13,5,0,10,-9,9,8
O=P(N[C@@H](c1ccccc1)[C@@H]1C[C@H]1CO)(c1ccccc1)c1ccccc1,1,-5,13,-13,-19,-15,-3,-9
COc1ccc(C2SCC(=O)Nc3c2c(C)nn3-c2ccccc2)cc1OC (configuration not stated),-1,-3,11,0,14,4,4,-5
CC[N+](CC)(CC)CCCCCCCCCC[N+](CC)(CC)CC,-3,0,3,-1,6,4,7,13
c1ccc(CNc2c3c(nc4ccccc24)CCC3)cc1,17,0,5,0,0,12,-38,1
CCOC(=O)COc1ccc(/C=C2\C(=O)NC(=S)N(c3ccc(OC)cc3)C2=O)cc1OC,7,2,0,-5,4,-10,9,-4
N/C(=N/[N+](=O)[O-])N1CCN(C(=O)c2ccc(Cl)cc2)CC1,3,-2,2,7,-6,7,-1,-12
COc1ccccc1NC(=O)N1C[C@@H]2C[C@@H](C1)c1cccc(=O)n1C2,-1,-4,-1,-5,6,1,19,-5
c1ccc(C2CN3CCC2CC3)cc1 (configuration not stated),12,4,-19,-2,-5,15,4,-3
CCc1nc2ccccc2c(=O)n1-c1cccc(OC)c1,-4,-8,-11,-9,7,-23,-6,-10
O=C(CSC1c2ccccc2-c2ccccc21)N/N=C/c1ccccc1,-11,3,20,-8,-3,7,-13,11
COc1ccccc1N=C1SCCCN1C,-12,0,-3,1,10,-9,-15,4
CCOc1cc(C(=O)N2CCC3(CC2)OCCO3)cc(OCC)c1OCC,2,-7,2,9,1,-3,5,-10
Cc1ccccc1CN1CCN(Cc2ccccc2)CC1,-2,11,-11,-1,2,-6,1,3
# (list continues)
SMILES,Gli-Sufu block,UBC13 inh,Apaf-1 inh,SENP8 block,SENP7 block,Jurkat NFkB inh,697 NFkB inh,HKDC1 inh
COc1ccc(-c2cc(=Nc3ccccc3)c3cc(C)ccc3o2)cc1,11,8,-7,22,68*,-155,-188,-2
COC(=O)C1=C(c2ccc(Cl)c(C(F)(F)F)c2)C[C@@H]2CC[C@H]1N2C(=O)NCCNC(C)=O,-2,4,2,-1,2,7,-8,1
COc1ccc(C(C)=O)cc1CC(C(=O)c1ccccc1)N(C)C (configuration not stated),-2,-12,16,-6,2,14,-111,-13
CN1[C@@H]2CC[C@H]1CC(OC(=O)C1C=Nc3ccccc31)C2 (some centres not stated),42,14,-1,-1,-1,-11,-9,0
COC(=O)c1cc(C(O)(C(=O)OC)C(F)(F)F)c(/N=C/N(C)C)s1 (configuration not stated),1,-7,-3,-13,13,-6,21,-2
Fc1ccc(C(OCCN2CCN(CCCc3ccccc3)CC2)c2ccc(F)cc2)cc1,5,49*,56*,-8,10,17,-2,6
CN(C)c1ccc([P+](=O)c2ccc(N(C)C)cc2)cc1,4,6,5,2,4,18,3,-6
Cc1nn(CC(C)C)c(Cl)c1C(=O)O,.,16,-30,-4,5,-1,11,-4
Cc1ccc2c(c1N)C(=O)c1ccccc1C2=O,-85,-209,3,63*,62*,-88,-66,7
O=C1N[C@@H](Cc2ccccc2)C(=O)N2[C@H]1C[C@H]1c3ccccc3N(OOSc3ccccc3)[C@H]12,-1,12,-3,6,1,19,-80,5
C/C(=C\c1ccc(N(C)C)cc1)[N+](=O)[O-],0,-7,-10,3,0,19,38*,-2
O=C1CN=C(c2ccccc2)c2cc(Br)ccc2N1Cc1cc(=O)n2ccccc2n1,22,-4,5,-6,-6,-3,5,-5
CN1CCN(c2ccc(C(N)=O)cc2[N+](=O)[O-])CC1,0,9,-2,0,5,-3,8,-11
CCN1C(=O)NC(=O)/C(=C\c2cn(CC(=O)N3CCCC3)c3ccccc23)C1=O,-16,-28,8,-9,-6,-16,-5,-1
CCOc1ccc(-n2c(-c3ccoc3)nc3ccccc3c2=O)cc1,2,-2,7,-3,7,-4,-14,-4
Cc1c(N=Cc2c(O)n(Cc3ccc(F)cc3)c(=O)[nH]c2=O)c(=O)n(-c2ccccc2)n1C,63*,-9,-5,-9,-1,14,21,3
CN1C(CC(O)c2ccccc2)CCCC1CC(O)c1ccccc1 (configuration not stated),2,7,-5,-1,7,-4,13,-9
Cc1cc(/C=C2\C(=O)NC(=O)N(c3ccc(Cl)cc3)C2=O)c(C)n1-c1cccc(C(=O)O)c1,4,-13,-4,-1,-5,-1,-4,16
CC(C)(C)C(=O)NC1CCSC1=O (configuration not stated),.,2,3,-8,9,3,3,.
COCc1cc(OC(=O)N(C)C)nc(-c2ccccc2)n1,6,5,-13,-3,4,10,11,2
O=S(=O)(NC1CCCCCCC1)OCC(Cl)(Cl)Cl,-2,-3,8,-4,11,-3,3,0
COC(=O)C1=C(c2ccccc2)C[C@@H]2CC[C@H]1N2C(=O)NCCS(C)=O (some centres not stated),9,2,-6,7,-7,8,10,-5
O=c1cccc2n1CC1CNCC2C1 (configuration not stated),0,-18,-4,3,-1,-4,21,9
CCOc1cc2c(cc1OCC)-n1cccc1C(c1cc(C)c(OC)cc1C)NC2 (configuration not stated),-1,20,12,-2,7,-8,-6,3
CC(C)CCN1CCN(Cc2c(F)cccc2Cl)CC1CCO (configuration not stated),0,-2,-2,2,0,-2,12,-12

# Part of the list above, set out differently.
# Each structure is followed by: Gli-Sufu block | UBC13 inh | Apaf-1 inh | SENP8 block | SENP7 block | Jurkat NFkB inh | 697 NFkB inh | HKDC1 inh
> CCOc1ccc(-n2c(-c3ccoc3)nc3ccccc3c2=O)cc1
 : 2 | -2 | 7 | -3 | 7 | -4 | -14 | -4
> Cc1c(N=Cc2c(O)n(Cc3ccc(F)cc3)c(=O)[nH]c2=O)c(=O)n(-c2ccccc2)n1C
 : 63* | -9 | -5 | -9 | -1 | 14 | 21 | 3
> CN1C(CC(O)c2ccccc2)CCCC1CC(O)c1ccccc1 (configuration not stated)
 : 2 | 7 | -5 | -1 | 7 | -4 | 13 | -9
> Cc1cc(/C=C2\C(=O)NC(=O)N(c3ccc(Cl)cc3)C2=O)c(C)n1-c1cccc(C(=O)O)c1
 : 4 | -13 | -4 | -1 | -5 | -1 | -4 | 16
> CC(C)(C)C(=O)NC1CCSC1=O (configuration not stated)
 : . | 2 | 3 | -8 | 9 | 3 | 3 | .
> COCc1cc(OC(=O)N(C)C)nc(-c2ccccc2)n1
 : 6 | 5 | -13 | -3 | 4 | 10 | 11 | 2

# The list goes on.
SMILES,Gli-Sufu block,UBC13 inh,Apaf-1 inh,SENP8 block,SENP7 block,Jurkat NFkB inh,697 NFkB inh,HKDC1 inh
CCSc1cc(C2C(C#N)=C(N)Oc3n[nH]c(C)c32)c(C)o1 (configuration not stated),6,-18,8,-4,2,-6,10,-5
Nc1ncc([N+](=O)[O-])s1,8,0,9,6,-1,-1,14,-5
CN1CCc2nc3sc(C(=O)NC4CC4)c(N)c3cc2C1,3,-61,-3,3,13,-6,-3,-4
Fc1cccc(F)c1CN1CCN(c2ccc(Cl)cc2)CC1,9,2,14,0,8,-34,3,-3
CCOC(=O)c1c(C)n(Cc2ccco2)c2ccc(OC)cc12,-2,1,1,1,3,3,20,-1
O=C(NCCCN1CCOCC1)C(Cl)(Cl)Cl,0,-1,-2,-9,-8,-2,4,13
Clc1ccc2c(N3CCNCC3)ccnc2c1,16,-1,3,-4,-1,-24,2,4
CCOC(=O)C1=C(N)Oc2cc(C)oc(=O)c2C12C(=O)N1c3c(cccc32)C(C)=CC1(C)C (configuration not stated),1,-18,9,-1,-4,-13,2,-7
COC(=O)C1=C(c2cccc(OCc3ccccc3)c2)C[C@@H]2CC[C@H]1N2C(=O)NCCOc1ccccc1Cl,27,-10,19,-4,-14,-7,4,4
CN1CC2=CC(O)CC3Oc4c(O)ccc(c4[C@]23C)C1 (some centres not stated),4,-2,-6,-6,-1,5,14,-5
C[N+]1(CC(COCc2ccccc2)OC(=O)Cc2ccccc2)CCOCC1 (configuration not stated),-6,8,-2,-1,1,-16,11,-8
O=c1c2ccccc2nc(/C=C/c2ccc(O)cc2)n1-c1ccccc1O,0,7,-12,2,1,6,13,10

# Pulled by structure from the entries so far, six records:
SMILES,Gli-Sufu block,UBC13 inh,Apaf-1 inh,SENP8 block,SENP7 block,Jurkat NFkB inh,697 NFkB inh,HKDC1 inh
CC(C)(C)C(=O)NC1CCSC1=O (configuration not stated),.,2,3,-8,9,3,3,.
Nc1ccc(C(=O)N/N=C2/CN3CCC2CC3)cc1,-1,-3,-17,-4,-7,1,5,-6
C[N+]1(CC(COCc2ccccc2)OC(=O)Cc2ccccc2)CCOCC1 (configuration not stated),-6,8,-2,-1,1,-16,11,-8
CCOC(=O)COc1ccc(/C=C2\C(=O)NC(=S)N(c3ccc(OC)cc3)C2=O)cc1OC,7,2,0,-5,4,-10,9,-4
O=c1cccc2n1CC1CNCC2C1 (configuration not stated),0,-18,-4,3,-1,-4,21,9
C/C(=C\c1ccc(N(C)C)cc1)[N+](=O)[O-],0,-7,-10,3,0,19,38*,-2
